hcDAF-12 act – H. contortus DAF-12 nuclear receptor activators, primary screen, cell-based, luminescence, HEK293, lit1-tk-luc reporter; HEK293 hcDAF-12 lit1-tk-luc reporter; 0% DMSO, 100% Δ7-dafachronic acid; activation, % at 6.8 µM; 1.4% of 370,000 active; AID 652067, 2013;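 active means activation above the mean of all tested compounds plus 3 SD, cut at about 5.5% in these data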;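 further: 100% = response to 3 µM Δ7-dafachronic acid high control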
PG9 Ab binder – binders of HIV-1 gp120 antibody PG9, primary screen, biochemical, TR-FRET | TR-FRET gp120-PG9 antibody binding | inhibition, % at 6.7 µM | 0.43% of 360,000 active | AID 624416, 2012; in the data active means inhibition above about 8.5%
DAX1 inh-1 – DAX1 (NR0B1) inhibitors, primary screen, cell-based, HEK293, Gal4-DAX1, luciferase luminescence | Nuclear receptor subfamily 0 group B member 1 (Homo sapiens), P51843 | 0.99% of 340,000 active | inhibition, % at 6.75 µM | HEK293 Gal4-DAX1 luciferase reporter | AID 504766, 2011;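 active means inhibition above the mean over all tested compounds plus 3 SD, cut at about 4.2% in these data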;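 further: 0% = DAX1-transfected cells with DMSO and 100% = empty-vector control cells with DMSO; inhibition shows as a rise in luminescence from relieved DAX1 repression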
Target sequence (P51843 207-470 limits assumed): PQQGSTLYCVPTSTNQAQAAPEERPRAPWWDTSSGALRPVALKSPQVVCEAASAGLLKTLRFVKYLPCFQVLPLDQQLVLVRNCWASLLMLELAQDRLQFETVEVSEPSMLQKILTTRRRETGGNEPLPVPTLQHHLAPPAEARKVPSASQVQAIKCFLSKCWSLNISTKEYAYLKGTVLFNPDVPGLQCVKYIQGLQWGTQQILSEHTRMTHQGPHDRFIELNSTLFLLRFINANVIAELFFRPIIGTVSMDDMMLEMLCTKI
DAX1 inh-2 – DAX1 (NR0B1) inhibitors on StAR promoter, primary screen, cell-based, luminescence, SF-1 (NR5A1), full-length DAX-1; inhibition, % at 6.8 µM; 1.1% of 370,000 active; AID 652010, 2013; HEK293T StAR-luciferase reporter, SF-1/DAX-1 repression relief;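 active means inhibition above the mean over all tested compounds plus 3 SD, cut at about 3.6% in these data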;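 further: 0% = DAX-1 cells with DMSO and 100% = cells lacking DAX-1 with DMSO; higher inhibition means more luminescence from relief of DAX-1 repression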
ADAM17 inh – ADAM17 inhibitors, primary screen, biochemical, QFRET | Disintegrin and metalloproteinase domain-containing protein 17 (Homo sapiens), P78536 | recombinant ADAM17, EDANS/DABCYL FRET peptide cleavage | inhibition, % at 6.95 µM | 0.83% of 370,000 active | AID 720648, 2013;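 active means inhibition above the mean of compounds lying between control limits plus 3 SD, set per campaign, cut at about 8.5% in these data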;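 further: 0% = DMSO-only wells as the low control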
hgDAF-12 ag – H. glycines DAF-12 receptor agonists, primary screen, cell-based, luminescence, HEK293, GAL4 fusion, UAS-luciferase; Nuclear hormone receptor DAF-12 (Heterodera glycines), GAL4 fusion; HEK293 GAL4-hgDAF12 UAS-luciferase reporter, agonist luminescence; normalized to butyrate control; activation, % at 6.8 µM; 1.8% of 370,000 active; AID 687014, 2013;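 active means activation above a cutoff set at the mean of all screened compounds plus 3 SD, cut at about 10% in these data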;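 further: 0% = DMSO wells and 100% = sodium butyrate wells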
ssDAF-12 act – S. stercoralis DAF-12 nuclear receptor activators, primary screen, cell-based, luminescence, HEK293, GRIP1 co-expression, lit1-tk-luc; Nuclear hormone receptor DAF-12 (Strongyloides stercoralis); HEK293 ssDAF-12/GRIP1 lit1-tk-luc reporter; % of 3 µM dafachronic acid response; activation, % at 6.8 µM; 1% of 370,000 active;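 active means activation above the mean over all tested compounds plus 3 SD, cut at about 0.9% in these data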;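 further: 0% = DMSO-only wells and 100% = 3 µM delta7-dafachronic acid wells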
ADAM10 inh – human ADAM10 inhibitors, primary screen, biochemical, QFRET, HTS; Disintegrin and metalloproteinase domain-containing protein 10 (Homo sapiens), O14672; recombinant ADAM10, EDANS/DABCYL FRET peptide cleavage, 3 h; inhibition, % at 7 µM; 0.62% of 370,000 active;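 active means inhibition above a per-campaign cutoff equal to the mean of compounds falling between control-based bounds plus 3 SD, cut at about 20% in these data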;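 further: 0% = DMSO wells while the 100% control is not disclosed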
Target sequence (O14672 214-748 limits assumed): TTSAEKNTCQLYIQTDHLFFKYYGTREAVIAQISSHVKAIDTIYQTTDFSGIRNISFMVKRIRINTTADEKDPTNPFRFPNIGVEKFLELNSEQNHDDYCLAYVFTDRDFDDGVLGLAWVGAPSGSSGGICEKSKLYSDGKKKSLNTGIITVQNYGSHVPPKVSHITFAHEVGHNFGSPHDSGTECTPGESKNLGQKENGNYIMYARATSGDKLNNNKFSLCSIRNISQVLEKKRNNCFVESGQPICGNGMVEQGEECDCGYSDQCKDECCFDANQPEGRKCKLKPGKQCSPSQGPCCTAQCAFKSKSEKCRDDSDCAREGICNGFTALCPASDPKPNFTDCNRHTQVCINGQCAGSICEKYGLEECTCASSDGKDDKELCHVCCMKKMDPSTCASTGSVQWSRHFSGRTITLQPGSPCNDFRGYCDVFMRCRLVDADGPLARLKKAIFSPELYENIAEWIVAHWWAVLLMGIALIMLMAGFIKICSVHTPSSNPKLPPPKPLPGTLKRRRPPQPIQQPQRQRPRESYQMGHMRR
FXN GAA850 act – FXN promoter activators, primary screen, cell-based, luciferase luminescence, HEK293 lucGAA850; activation, % at 6 µM; 0.56% of 360,000 active; HEK293 lucGAA850 FXN promoter luciferase reporter, 24 h; percent of 10 µM SAHA response;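 active means activation above the average of all compounds screened plus 3 SD, cutoff fixed separately per campaign, cut at about 7.5% in these data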;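 further: 0% = DMSO wells and 100% = 10 µM SAHA wells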
SMARCA2 activ – SMARCA2 (BRM) function activators, primary screen, cell-based, luminescence, high throughput; MG213 cells, MMTV-luciferase reporter, dexamethasone, overnight; activation, % at 9.1 µM; 1% of 370,000 active; in the data active means activation above about 7.8%;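 further: 0% = vehicle wells and 100% = reference activator wells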
GC-A act – GC-A stimulated cGMP production enhancers – HEK293 GC-A cells, cGMP TR-FRET, EC30 ANP, primary screen; Atrial natriuretic peptide receptor 1 (Homo sapiens), P16066; 0% at EC30 ANP, 100% saturating ANP; activation, % at 10 µM; 0.14% of 370,000 active; AID 1671463, 2021; in the data active means activation above about 40%
* marks the source's active call; other numbers are inactive results; nt = not tested or not shown.

structure	FXN GAA850 act	ADAM17 inh	DAX1 inh-2	PG9 Ab binder	ssDAF-12 act	SMARCA2 activ	hcDAF-12 act	GC-A act	ADAM10 inh	hgDAF-12 ag	DAX1 inh-1
CNC(=S)N1N=C2c3ccccc3CCC2C1c1ccccc1Cl (stereo not drawn)	-0.3	-1	0.4	-2.1	-1.5	-2	0.4	-9	-3	3.9	3.8
CC1CCCCC1NC(=O)C1CCC(CNc2c(N3CCCCC3)c(=O)c2=O)CC1 (stereo not drawn)	-0.2	-4	-0.1	-0.5	-1.9	3	-1.3	-1	-7	-3.5	1.4
CC(=O)c1c(C)[nH]c(C(=O)N2CCN(c3cc(Cl)ccc3C)CC2)c1C	-3.8	-3	-0.3	-0.4	-1.0	-1	-0.6	-8	-3	0.8	0.3
Cn1c(C(O)c2ccc(Cl)cc2)nc(Cl)c1Cl (stereo not drawn)	-1.3	2	-0.1	-2.5	-0.3	-3	-0.1	-24	-4	-0.7	0.7
C=CCOc1ccc(C2C(C(=O)c3cccs3)=C(O)C(=O)N2c2nnc(C)s2)cc1 (stereo not drawn)	3.5	-3	0.5	2.4	-0.7	-1	-0.8	1	1	0.7	-1.2
COc1ccc(CC(=O)NCC2CCCN(Cc3cccc(SC)c3)C2)cc1 (stereo not drawn)	-0.5	-1	-0.6	1.0	-1.3	0	-0.6	-15	0	-1.5	0.7
O=C(O)/C=C/C(=O)Nc1ccc(-c2ccccc2)cc1	2.5	-1	0.8	-0.8	-1.1	2	0.2	-2	2	11*	-3.2
CCCCC1(CC)SCC(=O)NC1=O (stereo not drawn)	0.4	-9	0.6	-1.1	-1.0	-3	-0.5	2	-13	0.2	1.6
C[C@@H](CSc1ccccc1)CN1CC[C@H](C(C)(C)C)CCC1=O	0.7	-3	0.2	-0.8	-1.6	0	-0.4	-3	-2	-0.5	4.1
O=C(O)C/C(=C\c1cc(Cl)c2c(c1)OCO2)c1nc2ccccc2s1	0.1	-16	0.0	-3.0	-0.4	-3	0.6	-7	-43	1.5	-0.8
C[C@@H]1O[C@@H](OC[C@H]2O[C@@H](Oc3c(-c4ccc(O)c(O)c4)oc4cc(O)cc(O)c4c3=O)[C@H](O)[C@@H](O)[C@@H]2O)[C@H](O)[C@H](O)[C@H]1O	-0.5	0	0.9	-3.8	-1.7	8.2*	-1.4	-1	3	1.4	-1.1
CN1CCN(c2nc(-c3ccccc3O)nc3ccccc23)CC1	4.6	-1	-0.3	-2.8	-0.3	3	6.5*	0	2	3.8	1.2
O=C(COC(=O)CNC(=O)c1cccc(F)c1)NCCC1=CCCCC1	2.9	-3	-0.8	0.5	-1.3	-1	-2.3	4	3	-1.6	-2.0
COc1cccc(CN2CCC2(C)C(=O)Nc2cccc(NS(C)(=O)=O)c2)c1OC (stereo not drawn)	-1.7	-2	-1.7	-2.0	-1.0	-2	-0.9	1	4	-2.8	nt
CC(OC(=O)c1ccccn1)C(=O)Nc1nc(-c2ccc(F)c(F)c2)cs1 (stereo not drawn)	3.7	-2	1.7	-2.6	0.1	2	3.3	31	-11	9.2	2.5
O=S(=O)(NCc1ccccc1)c1ccccc1NCCc1ccccc1	0.7	3	0.3	-0.5	-0.3	-2	-0.7	0	0	-0.1	0.9
O=S(=O)(/N=C(/c1ccccc1)N1CCOCC1)c1ccc(F)cc1F	0.9	-8	0.1	-0.3	-0.8	2	1.0	1	-12	-2.1	0.9
COc1ccccc1-c1nnc(SC(C)C(=O)NCC2CCCO2)n1C (stereo not drawn)	1.8	-3	2.1	0.2	-0.2	-2	4.6	0	-8	-1.5	0.0
O=C(CSc1ncccn1)Nn1cnnc1	-1.8	5	0.9	-0.2	-1.3	-3	-0.7	0	-1	-0.1	0.7
CC(C)C[C@H](NC(=O)N1CCN(c2ccccc2)CC1)C(=O)O	1.1	-3	-0.5	1.7	-1.1	-2	-0.8	3	-3	0.4	-0.3
C=CCn1c(SCc2cccnc2)nnc1-c1ccncc1	-1.3	-3	-0.4	0.6	-0.9	-2	-1.0	5	-7	-1.8	3.4
O=C(Nc1ccc(Br)cc1F)c1ccc2c(c1)OCCO2	0.8	2	2.6	-2.6	0.7	2	3.6	4	5	11*	-1.1
CCCCC[C@@H](C)N1C[C@H](COCc2ccccc2)Oc2cc(N3CC[C@H](N(C)C)C3)ccc2S1(=O)=O	nt	3	0.1	-2.3	-1.3	0	0.7	2	-4	2.0	nt
O=C1C2C3C=CC(C4CC34)C2C(=O)N1/N=C/c1ccc([N+](=O)[O-])s1 (stereo not drawn)	6.6	-3	-0.4	-6.9	-1.1	-2	-0.9	1	-2	5.5	0.7
COC(=O)c1cc(C(=O)NC(C)(C)CC(C)(C)C)cc([N+](=O)[O-])c1	-0.6	-5	-0.8	1.6	-2.0	-5	-2.2	-1	-4	-3.6	-0.1
N=c1oc2ccccc2cc1C(=O)Nc1ccccc1	2.3	0	1.8	-1.3	-0.3	6	5.9*	0	1	13*	3.9
C/C(N)=C(/C#N)C(=O)COC(=O)CCS(=O)(=O)c1ccccc1	-0.8	-5	-0.4	-1.6	-0.9	2	-1.2	-6	0	1.7	1.0
COC(=O)[C@]12C[C@H](CC(=O)NCCCCc3ccccc3)C(=O)N(Cc3ccco3)C1=C[C@H](C1CCCC1)O[C@@H]2C	nt	1	-0.3	nt	-1.4	-3	-3.8	-17	16	-1.9	nt
O=C(Nc1ccccc1)Nc1nnc(-c2ccccc2)o1	-1.7	-3	0.4	-1.7	-0.5	1	0.9	1	0	1.4	0.0
CCOC(=O)c1[nH]c(C)c(C(=O)NCCC2=CCCCC2)c1C	0.4	-2	0.5	-1.7	-1.0	-1	1.2	-1	0	2.8	1.4

Single entries from the list:
CCOC(=O)c1[nH]c(C)c(C(=O)NCCC2=CCCCC2)c1C in hgDAF-12 ag → 2.8
COC(=O)c1cc(C(=O)NC(C)(C)CC(C)(C)C)cc([N+](=O)[O-])c1 in DAX1 inh-1 → -0.1
COC(=O)[C@]12C[C@H](CC(=O)NCCCCc3ccccc3)C(=O)N(Cc3ccco3)C1=C[C@H](C1CCCC1)O[C@@H]2C in DAX1 inh-2 → -0.3
C/C(N)=C(/C#N)C(=O)COC(=O)CCS(=O)(=O)c1ccccc1 in GC-A act → -6
O=C(CSc1ncccn1)Nn1cnnc1 in DAX1 inh-1 → 0.7

The listing picks up, starting 2 compounds before the break.
structure	FXN GAA850 act	ADAM17 inh	DAX1 inh-2	PG9 Ab binder	ssDAF-12 act	SMARCA2 activ	hcDAF-12 act	GC-A act	ADAM10 inh	hgDAF-12 ag	DAX1 inh-1
O=C(Nc1ccccc1)Nc1nnc(-c2ccccc2)o1	-1.7	-3	0.4	-1.7	-0.5	1	0.9	1	0	1.4	0.0
CCOC(=O)c1[nH]c(C)c(C(=O)NCCC2=CCCCC2)c1C	0.4	-2	0.5	-1.7	-1.0	-1	1.2	-1	0	2.8	1.4
CC(C)c1nc2oc3c(=O)[nH]cnc3c2c2c1COC(C)(C)C2	1.8	-1	0.0	-0.2	-0.9	-1	-1.3	5	-3	-3.6	-1.8
O=C(Nc1ccc([N+](=O)[O-])cc1Br)c1cccnc1	2.0	2	-0.5	-2.7	-0.7	0	-0.4	1	2	-0.8	0.4
O=C(N/N=C/c1ccco1)c1cc(=O)[nH]c2ccccc12	2.5	-6	0.4	-1.6	-1.3	-2	-0.4	0	-24	-0.5	0.1
CCCCNc1c([N+](=O)[O-])c(=O)n(C)c2ccccc12	4.0	-5	-0.7	-1.8	-1.2	-1	-1.3	0	-7	0.8	1.2
C[C@@H]1CCN(C2CC2)S(=O)(=O)c2c(cccc2N2CCC[C@H]2C)O1	nt	-6	-0.9	nt	-0.6	-3	-1.6	0	-19	-2.3	nt
COCC(C)n1c(C)cc(C(=O)COC(=O)c2c(NC(C)=O)sc(C)c2C)c1C (stereo not drawn)	-0.3	-5	-0.6	0.9	-1.6	-3	-2.5	3	-7	-1.7	0.1
Cc1cc(NC(=O)CN2C(=O)NC3(CCCCC3C)C2=O)no1 (stereo not drawn)	1.6	0	0.2	-0.4	-0.8	-3	-1.5	0	3	-0.2	-1.0
COc1ccccc1OCCSc1nc2ccccc2n1CC(O)CO (stereo not drawn)	1.1	-3	1.2	-0.6	-0.6	-3	1.3	5	-5	0.0	4.7*
Cc1cc(O)ccc1-c1ccc2nncn2c1	1.0	0	-0.1	0.5	-1.2	-1	0.5	0	-14	-3.7	nt
Cc1ccc(C2CCN(C(=S)Nc3cccc(C)c3)C2)cc1 (stereo not drawn)	2.8	4	0.4	-0.3	-1.3	6	-1.6	1	10	4.1	-0.3
Cc1cccc(NC(=O)CSc2nnc(NC(=O)C3CCC3)s2)c1	0.1	1	-0.2	-0.4	-1.6	-1	-2.7	0	-1	-1.7	-0.1
CC(=O)c1sc(NC(=O)COc2ccc(Br)cc2)nc1C	1.2	-2	0.1	18*	-1.1	-3	-1.6	4	1	2.8	1.1
Cc1ccc(NC(=O)c2nnn(-c3ccc4c(c3)OCCO4)c2N)cc1	1.2	-1	0.5	0.2	-0.5	-2	-0.1	-10	1	7.8	1.5
O=C1CCCN1c1ccc(S(=O)(=O)N2CCN(c3ccccc3)CC2)cc1	-1.0	-3	-0.4	-0.5	-1.3	-3	0.0	-2	-4	-1.7	-0.4
Cc1cccc(CN2CCN(C(=O)CCl)CC2)c1	-18	-4	-1.5	2.4	-0.5	-5	-2.5	4	0	0.9	-1.1
CCOC(=O)CN1C(=O)S/C(=C/C=C/c2ccc(N(C)C)cc2)C1=O	8.0*	2	1.1	-4.1	-0.8	-2	-0.5	-2	6	2.8	-1.8
O=C(c1c(F)cccc1F)N1CCN(c2ncccn2)CC1	-1.5	-5	0.2	-1.6	-1.6	5	-0.6	1	-11	-0.1	0.9
Cc1ccc(N=Cc2cc(Br)cc(Cl)c2O)cc1	0.9	-4	-0.4	-2.6	-1.3	0	0.7	3	-2	-0.6	0.6

Screens: PubChem, several laboratories
